OXTR agonist = activates the human oxytocin receptor. P30559. CHO-OTR cells, Fluo-8 calcium fluorescence; normalized: DMSO 0%, oxytocin 100%. activation, % at 3 µM. 320,000 compounds, 0.32% hits. AID 2435;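 active = activation above the mean of all tested compounds plus 3 SD, cutoff set per screening run, cut at about 20% in these data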;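 also: peak over basal fluorescence ratio from a 100 s FLIPR kinetic read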
CHO parental Ca = counter-screen for OX1R antagonists: effect in parental CHO cells. parental CHO-K1, ATP-induced calcium, Fluo-8 fluorescence. inhibition, % at 5.6 µM. 330,000 compounds, 0.63% hits. AID 463079;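 active = inhibition above that plate's mean sample inhibition plus 3 SD, cut at about 26% in these data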;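 also: 0% = ATP-challenged DMSO wells and 100% = DMSO wells without ATP; some compounds past the cut are filed as inactive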
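Material: parental CHO cells / Compound: single nominal dose of 5.6 µM per compound / Signal: Fluo-8 fluorescence / Replicates: singlicate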
OXTR potentiator = potentiators of human oxytocin receptor; P30559; CHO-OTR cells, Fluo-8 calcium fluorescence, potentiator mode; 0% = oxytocin EC15, 100% = EC100; activation, % at 3 µM; 320,000 compounds, 0.061% hits; AID 2445;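 active = activation above that plate's cutoff, the mean activation of tested compounds plus 3 SD, cut at about 6.6% in these data, passing the limit was not always enough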;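 also: 100% uses oxytocin at 75 nM as the full agonist control; some results filed as inactive read as strong as hits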
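Material: human OTR in CHO cells. Compound: 3.0 µM, one dose. Timing: compound 6 min at room temperature before oxytocin, 100 s read. Evaluation: % activation of max/min ratio relative to oxytocin controls. Replication: single well per compound, singlicate. Signal: Fluo-8 calcium dye fluorescence.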
GPR7 antag = blocks human GPR7 receptor signaling. 290,000 compounds, 1.1% hits. inhibition, % at 4.4 µM. GPR7-expressing cells, fluorescence antagonist assay. P48145; in the data active = inhibition above about 16%, passing the limit was not always enough;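 also: cells stimulated with the agonist NPW; 0% = agonist with vehicle and 100% = vehicle without agonist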
V1R ag counter = V1a receptor agonism, counter-screen for OXTR agonists | P37288 | CHO-V1R cells, Fluo-8 calcium fluorescence, agonist mode; 0% DMSO, 100% 3 nM vasopressin | activation, % at 3 µM | 320,000 compounds, 0.25% hits;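 active = activation above the mean activation of all tested compounds plus 3 SD, per screening run, cut at about 20% in these data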;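 also: signal is peak over basal fluorescence ratio across a 100 second FLIPR read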
Target sequence (P37288 whole entry, looked up): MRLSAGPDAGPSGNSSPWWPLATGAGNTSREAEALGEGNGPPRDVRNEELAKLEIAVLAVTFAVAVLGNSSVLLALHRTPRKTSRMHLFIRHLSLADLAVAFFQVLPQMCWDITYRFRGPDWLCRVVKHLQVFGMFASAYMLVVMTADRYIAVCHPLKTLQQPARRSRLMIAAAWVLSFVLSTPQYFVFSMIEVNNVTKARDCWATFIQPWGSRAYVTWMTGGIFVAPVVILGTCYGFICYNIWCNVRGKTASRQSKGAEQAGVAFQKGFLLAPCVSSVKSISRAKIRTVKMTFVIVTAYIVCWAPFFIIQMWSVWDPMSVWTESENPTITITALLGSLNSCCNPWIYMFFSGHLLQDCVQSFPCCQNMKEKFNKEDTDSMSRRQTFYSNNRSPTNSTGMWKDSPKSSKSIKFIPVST
CHO-K1 Ca antag = M1 antagonist counterscreen hit in parental CHO-K1 cells | ATP-induced calcium, Fluo-8 fluorescence | inhibition, % at 3 µM | 360,000 compounds, 0.6% hits;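 active = inhibition above a per-plate cutoff, the plate's mean sample inhibition plus 3 SD, cut at about 24% in these data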;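 also: 0% = DMSO plus EC80 ATP and 100% = DMSO alone without ATP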
CHO-K1 Ca ag = M1 agonist counterscreen hit in parental CHO-K1 cells; Fluo-8 calcium fluorescence; scaled to maximal ATP response, vehicle zero; activation, % at 3 µM; 360,000 compounds, 0.48% hits; in the data active = activation above about 15%;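 also: untransfected CHO-K1 host cells lacking M1 receptor as counterscreen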
CHO-K1 Ca PAM = nonselective activator or artifact in parental CHO-K1 calcium assay | ATP EC20, Fluo-8 calcium fluorescence; 0% at ATP EC20, 100% at ATP max | activation, % at 3 µM | 360,000 compounds, 0.02% hits | AID 602247;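 active = activation above the run cutoff, the mean activation of all test compounds plus 3 SD, cut at about 40% in these data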;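 also: peak over basal fluorescence ratio in a 140 s read after ATP addition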
TAAR1 antag = human TAAR1 antagonism | Q96RJ0 | CHO RD-HGA16 TAAR1, Fluo-8 calcium fluorescence, antagonist | inhibition, % at 3 µM | 360,000 compounds, 1.5% hits | AID 624466;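 active = inhibition above a per-plate cutoff, the mean inhibition of test compounds on that plate plus 3 SD, cut at about 49% in these data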;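 also: 0% = DMSO plus EC80 beta-PEA response and 100% = DMSO alone without agonist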
Target sequence (Q96RJ0 whole entry, looked up): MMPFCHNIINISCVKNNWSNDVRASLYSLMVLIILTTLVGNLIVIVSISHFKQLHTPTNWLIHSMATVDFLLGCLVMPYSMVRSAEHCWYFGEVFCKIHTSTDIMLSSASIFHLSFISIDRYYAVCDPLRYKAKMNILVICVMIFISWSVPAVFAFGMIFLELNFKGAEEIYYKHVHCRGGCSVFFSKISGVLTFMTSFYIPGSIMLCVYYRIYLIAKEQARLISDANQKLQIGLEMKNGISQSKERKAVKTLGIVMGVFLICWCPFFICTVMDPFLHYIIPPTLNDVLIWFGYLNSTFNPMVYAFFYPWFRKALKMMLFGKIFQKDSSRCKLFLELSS
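Assay system: RD-HGA16 CHO cells with stable hTAAR1 and Gα16 / Reagent: EC80 β-phenethylamine stimulus / Doses: 3 µM, single point / Timing: dye loading 75 min at 37 °C, then 30 min room temperature / Measured by: Fluo-8 intracellular calcium dye fluorescence, real-time kinetic reads / Controls: vehicle wells and EC80 agonist wells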
Active calls of the source: *; . = no result given.

SMILES	OXTR agonist	CHO parental Ca	OXTR potentiator	GPR7 antag	V1R ag counter	CHO-K1 Ca antag	CHO-K1 Ca ag	CHO-K1 Ca PAM	TAAR1 antag
COc1cccc(CN2CCC(n3nccc3NC(=O)CCOc3ccccc3)CC2)c1	1.1	-26	-5	-6	0.0	-11	1.8	27	-17
CCOc1ccc(-n2c(SCC(=O)NC)nnc2-c2ccco2)cc1	0.8	-13	1	-10	1.1	10	0.1	-15	-4
CCOC(=O)N1CCC(N2CCCC(C(=O)c3cccc(OC(C)C)c3)C2)CC1 (stereo unspecified)	1.3	-17	-2	1	1.6	-1	1.0	13	6
COC(=O)CC/C(O)=C1\C(=O)CC(C)(C)CC1=NCc1nc2ccccc2[nH]1	0.1	-18	1	-2	-0.9	-7	0.2	9	3
COc1ccccc1C1NC(=O)NC(C)=C1C(=O)OC1CCCC(C)C1 (stereo unspecified)	-1.6	-11	-17	-11	-0.9	-6	0.5	18	-32
CSCCC(NC(=O)c1ccco1)C(=O)NNC(=O)c1n[nH]c(=O)c2ccccc12 (stereo unspecified)	1.0	-1	-1	.	1.6	-22	1.1	15	-14
CCCCc1cc(=O)oc2cc(OCC(=O)NCCN3CCOCC3)ccc12	1.1	1	0	-12	-0.1	4	0.1	6	3
Cc1cccc(CN2CCN(C3CN(Cc4ccc([N+](=O)[O-])cc4)S(=O)(=O)C3)CC2)c1 (stereo unspecified)	.	.	.	.	.	11	3.5	-5	-6
Cc1c(C(=O)Nc2cnccn2)oc2ccccc12	-1.4	-18	-1	-9	0.0	-12	0.0	8	.
O=C(N/N=C/c1ccsc1)c1cc(O)cc(O)c1	0.4	-1	0	2	1.2	-4	0.1	10	1
Clc1ccc(C2CC(c3ccccc3)Nc3ncnn32)cc1 (stereo unspecified)	3.4	-7	-7	11	5.0	-1	1.3	17	9
C/C(Cn1nnc([N+](=O)[O-])n1)=N\NC(=O)c1ccccc1	-0.1	-17	-5	-11	0.6	-9	0.6	18	-27
N#Cc1c(NCc2ccccc2)ccnc1NCc1cccnc1	9.8	14	-25	6	10	-2	3.9	4	10
CS(=O)(=O)N1CCC(C(=O)Nc2ccc(Cl)c(C(F)(F)F)c2)CC1	8.1	-12	-4	3	5.4	2	5.4	8	12
O=C(Nc1nnc(S(=O)(=O)N2CCOCC2)s1)c1ccccc1F	0.6	-9	-4	2	1.0	-16	1.1	17	-1
CCOc1ccc(/C=C/C(=O)Nc2ccc3[nH]c(=O)[nH]c3c2)cc1	1.0	-7	0	-6	0.0	-4	0.6	20	-11
OCc1ccc(O)c2ncccc12	-0.3	2	-7	-3	-0.3	-9	0.0	9	3
Cn1c(N)c(C(C[N+](=O)[O-])c2c(F)cccc2Cl)c(=O)n(C)c1=O (stereo unspecified)	0.3	2	-14	6	0.8	5	0.0	1	-21
O=C(CC1C(=O)NCCN1C1CCCC1)NCc1cccc(OC(F)(F)F)c1 (stereo unspecified)	-0.5	-14	2	-16	0.3	-3	0.6	-2	-24
Cn1cc(CN2CCC(n3nccc3NC(=O)C3CCCC3)CC2)cn1	.	.	.	-25	.	-10	0.8	10	-7
COc1ccc(OC)c(NC(=O)C2(C)CCN2C(=O)C(C)(C)c2ccccc2)c1 (stereo unspecified)	.	.	.	.	.	1	0.8	5	-9
CCCC1CC(=O)OC1(C)C(=O)CSc1n[nH]c(-c2ccccc2)n1 (stereo unspecified)	-1.6	-23	-5	1	0.2	.	.	.	21
N#CC1=C(N2CCCCC2)c2cc3c(n2C1=O)CCCC3	-1.0	-3	-1	-10	2.3	3	1.6	14	2
OCCCc1nc2n(n1)C(c1cccs1)C=C(c1ccccc1)N2 (stereo unspecified)	82*	33*	-12	5	50*	.	.	.	.
Cc1ccc(OCc2nnc(NC(=O)OCC(C)C)s2)cc1	-0.5	0	-3	0	1.8	11	-0.4	-7	18
SMILES	OXTR agonist	CHO parental Ca	OXTR potentiator	GPR7 antag	V1R ag counter	CHO-K1 Ca antag	CHO-K1 Ca ag	CHO-K1 Ca PAM	TAAR1 antag
CC(C)[C@H](NC(=O)c1ccc(Cl)cc1Cl)C(=O)NNC(=O)c1ccco1	-0.5	-18	0	.	-0.3	-19	0.0	-3	-21
C=CC(C)(C)O[C@@H]1O[C@H](CO)[C@@H](O)[C@H](O)[C@H]1O	1.4	-2	-1	.	1.3	-17	0.5	13	3
CCCc1c(C(=O)N/N=C/C(C)=C/c2ccccc2)nnn1-c1nonc1N	-1.0	-10	-4	-11	-0.5	-4	0.1	-1	-17
CC(=O)Nc1ccc(NC(=O)C(C)OC(=O)CNS(=O)(=O)/C=C/c2ccc(C)cc2)cc1 (stereo unspecified)	-0.8	-23	-13	.	0.8	-8	1.0	11	-9
O=C(O)CNC(=O)CC12CC3CC(CC(C3)C1)C2	1.3	-39	-7	-2	1.4	-4	0.1	19	0
CSc1ncc(C(=O)Nc2cccc(Cl)c2)c(C)n1	.	.	.	-11	.	-10	0.9	-14	2
CCOC(=O)N1CCN(C(=O)c2cnsn2)CC1	1.5	-8	-2	-19	1.2	-6	-0.2	8	-15
CCn1c(COc2ccccc2)nnc1SCC(=O)Nc1ccc(N2CCOCC2)cc1	0.6	-10	-1	-3	2.5	5	0.0	-7	3
O=C(NC1CCCCC1)c1cc(Cl)nc2ccccc12	-2.8	-12	4	0	-0.5	-10	0.4	19	2
CCN(Cc1nc(-c2cccc(C)c2)no1)C(=O)c1ccco1	1.1	-1	-2	-2	1.0	-11	3.2	2	6
CCC1(C)Cc2c(sc3nnn(CC(=O)Nc4ccc(Cl)cc4)c(=O)c23)CO1 (stereo unspecified)	-0.6	-3	-5	1	0.6	-4	3.4	15	-1
CN(C)c1ncnc2c1ncn2C1CCCCO1 (stereo unspecified)	.	.	.	.	.	1	0.0	17	0
COC(C[C@@H](O)C[C@H](O)COCc1ccccc1)OC	.	.	.	.	.	9	0.0	-9	2
C[C@H]1[C@H]2c3nc4ccccc4n3C[C@H]1ON2C1CCCCC1	-1.1	-7	-8	4	0.0	-10	0.1	0	5
CN(C)CCNc1nc2c(c(=O)[nH]c(=O)n2C)n1CC(O)COc1ccc(Cl)cc1 (stereo unspecified)	-0.4	-12	-6	-8	-0.2	-13	0.3	1	-1
c1cncc(-c2cn(C[C@H]3CC[C@H](Cn4cc(-c5cccnc5)nn4)O3)nn2)c1	.	-7	.	.	.	9	-0.1	-11	-9
CC(=O)C(C(C)=O)c1c(Cl)c(O)c(O)c2c(C(=O)c3ccccc3)coc12	2.5	-29	-12	-10	2.4	-1	1.1	11	29
CC(O)c1nc2ccccc2n1Cc1nnc(-c2ccc(Cl)cc2)o1 (stereo unspecified)	4.5	-18	-12	-8	3.4	1	0.6	12	-4
CCOC(=O)Cc1nnc(NC(=O)CSc2ccc(Cl)cc2)s1	5.9	-12	-5	-4	1.9	-6	1.6	29	-12
CCOc1ccc(-c2n[nH]c(=S)o2)cc1	0.7	5	4	-6	1.3	-9	0.1	-5	7
CCCc1cc(=O)[nH]c(SC/C=C/c2ccccc2)n1	-2.2	-9	-1	.	0.5	10	0.1	-18	-23
COc1cccc(CSc2nnnn2-c2ccc(O)cc2)c1	3.6	2	-10	0	4.0	-4	0.2	-2	3
COc1ccc(Cl)cc1N(C(=O)Nc1cccc(Cl)c1)C1=NCC(C)S1 (stereo unspecified)	0.6	0	-6	-10	1.2	-10	2.2	4	10
COc1ccc(-n2nc(C(=O)NCC(=O)NCCCN3CCOCC3)c3ccccc3c2=O)cc1	0.5	-2	4	-3	-0.7	-14	0.3	21	-7
N#Cc1cc(C(=O)c2cc(F)ccc2O)cn(Cc2ccccc2)c1=O	9.5	-2	-12	-16	8.4	11	5.2	-13	9
SMILES	OXTR agonist	CHO parental Ca	OXTR potentiator	GPR7 antag	V1R ag counter	CHO-K1 Ca antag	CHO-K1 Ca ag	CHO-K1 Ca PAM	TAAR1 antag
Oc1cc(NCc2ccc(F)cc2)cc2cccnc12	1.3	-17	1	.	0.6	-13	1.1	16	-14
COc1cccc2c1OC1(C)CC2NC(=O)N1 (stereo unspecified)	-0.1	4	-2	-3	0.8	14	-0.5	0	4
Cc1cccc(/N=C/c2nc(-c3ccccc3Br)oc2O)n1	-0.7	-18	-5	-3	-0.3	-10	1.3	16	15
Cn1nnnc1SCC(=O)NC(=O)NCc1ccccc1	0.1	-4	-4	-2	0.9	13	-0.5	-6	15
COc1cccc(C(=O)Cn2c(=O)n(CCC(=O)NCC3CCCO3)c(=O)c3cc(OC)c(OC)cc32)c1 (stereo unspecified)	0.8	-17	-2	-2	0.3	-11	1.5	18	1
CC(=O)Nc1ccc(/C=C2\Sc3ccccc3C2=O)cc1	2.3	-5	-2	-3	0.9	-12	2.0	19	-3
CCC(C)Nc1nc(N)c([N+](=O)[O-])c(Nc2cc(OC)ccc2OC)n1 (stereo unspecified)	-3.1	-42	-12	-16	-2.1	-3	1.6	10	10
CCN(CC)CCN(Cc1cc2cc3c(cc2[nH]c1=O)OCO3)C(=S)NC	0.0	5	-4	-10	0.2	0	-0.4	-15	-13

One compound at a time (already shown). Values in the order: OXTR agonist	CHO parental Ca	OXTR potentiator	GPR7 antag	V1R ag counter	CHO-K1 Ca antag	CHO-K1 Ca ag	CHO-K1 Ca PAM	TAAR1 antag
Listed for O=C(NC1CCCCC1)c1cc(Cl)nc2ccccc12 : -2.8	-12	4	0	-0.5	-10	0.4	19	2
Listed for COc1ccccc1C1NC(=O)NC(C)=C1C(=O)OC1CCCC(C)C1 (stereo unspecified) : -1.6	-11	-17	-11	-0.9	-6	0.5	18	-32
Listed for Cc1cccc(/N=C/c2nc(-c3ccccc3Br)oc2O)n1 : -0.7	-18	-5	-3	-0.3	-10	1.3	16	15
Listed for CCC1(C)Cc2c(sc3nnn(CC(=O)Nc4ccc(Cl)cc4)c(=O)c23)CO1 (stereo unspecified) : -0.6	-3	-5	1	0.6	-4	3.4	15	-1

Arranged by molecular weight (lowest first): part of the list above.
SMILES	OXTR agonist	CHO parental Ca	OXTR potentiator	GPR7 antag	V1R ag counter	CHO-K1 Ca antag	CHO-K1 Ca ag	CHO-K1 Ca PAM	TAAR1 antag
CC(=O)Nc1ccc(/C=C2\Sc3ccccc3C2=O)cc1	2.3	-5	-2	-3	0.9	-12	2.0	19	-3
Cn1nnnc1SCC(=O)NC(=O)NCc1ccccc1	0.1	-4	-4	-2	0.9	13	-0.5	-6	15
COc1cccc(C(=O)Cn2c(=O)n(CCC(=O)NCC3CCCO3)c(=O)c3cc(OC)c(OC)cc32)c1 (stereo unspecified)	0.8	-17	-2	-2	0.3	-11	1.5	18	1

Bioassay records from PubChem BioAssay.

This is a random part of the collection, and some 3.5% of all compounds hit somewhere here.
